# tuberculosis growth: growth inhibition of non-replicating M. tuberculosis (AID 488890). inhibition, % at 25 µM; hits with a dose series show IC50 in µM. Mycobacterium tuberculosis non-replicating, growth inhibition; higher % means a stronger effect. actives 0.39% (n = 320,000); in the data active means a potency from the dose series; inconclusive means inhibition mostly from about 82% at the one dose, without a potency; inactive means the rest, 99 in 100 with inhibition below about 76%;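 further: plate controls were DMSO cells for no effect and high antibiotic wells for full effect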
# influenza NS1A: NS1A inhibition, H1N1 influenza, cell based functional assay (AID 504329); NS1A functional cell-based assay, percent inhibition; higher % means a stronger effect; one-dose inhibition, % at 12.5 µM; IC50 in µM for titrated hits; actives 0.3% (n = 340,000); in the data active means a potency from the dose series; inconclusive means inhibition above about 27% without an active follow-up result; further: strong numbers were not always called active
# H37Rv inhibition: M. tuberculosis growth inhibition, HTS (AID 449762); M. tuberculosis H37Rv growth inhibition, 7H9 media; higher % means a stronger effect; inhibition, % at 25 µM, or IC50 in µM where a hit was titrated; actives 0.59% (n = 330,000); in the data active means a potency from the dose series; inconclusive means inhibition above about 70% without an active follow-up result;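 further: bacterial growth assessed after seven days of incubation; strong numbers were not always called active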
# inhibitors of VEEV: inhibitors of VEEV TC-83 cytopathic effect, confirmation, Vero cells (AID 588727); inhibition, % at 20 µM, or IC50 in µM where a hit was titrated; Vero cells, VEEV TC-83 cytopathic effect inhibition; higher % means a stronger effect; actives 0.13% (n = 350,000); in the data active means a potency from the dose series; inconclusive means inhibition mostly from about 14% at the one dose, without a potency; inactive means the rest, 99 in 100 with inhibition below about 12%; further: strong numbers were not always called active
# Salmonella PhoP GFP: Inhibition of PhoP regulon, Salmonella typhi GFP reporter cells, confirmation, 4 h (AID 1850); actives 0.33% (n = 310,000); one-dose inhibition, % at 50 µM; IC50 in µM for titrated hits; Salmonella Typhi PhoP-promoter GFP reporter, fluorescence, 4 h; higher % means a stronger effect; in the data active means a potency from the dose series; inconclusive means inhibition mostly from about 25% at the one dose, without a potency; inactive means the rest, 99 in 100 with inhibition below about 19%;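 further: 0% = induced wells with vehicle and 100% = uninduced wells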
# An asterisk follows results filed as active; i = inactive; ? = inconclusive; nt = not tested or not shown; & = joins results of further samples.
1. Nc1nc(SCC(=O)c2ccc(Br)s2)n[nH]1
2. CC(=O)Nc1ccc2c(c1)nc(CN1CCCC1)n2C
3. COc1ccc(N2CCN(c3nc4ccc(C)cn4c(=O)c3C=O)CC2)cc1
4. COc1ccc(C(CC(=O)O)NS(=O)(=O)c2ccc3c(c2)NC(=O)CO3)cc1 (stereo not drawn)
5. Cc1cc(C)n2c(SCc3ccc(Cl)cc3Cl)nnc2n1
6. CCOC(=O)C1(CCc2ccccc2)CCN(C(=O)C2CCCO2)CC1 (stereo not drawn)

screen / no.,1,2,3,4,5,6
tuberculosis growth,-1%,2%,2%,3%,4%,7%
influenza NS1A,nt,3%,2%,5%,-2%,9%
H37Rv inhibition,-5%,-3%,11%,9%,-1%,-2%
inhibitors of VEEV,0.3%,5.0%,0.0%,1.3%,2.2%,0.1%
Salmonella PhoP GFP,-7%,-3%,-12%,7%,6%,-1%

7. COc1ccc2[nH]c(=O)c(CN(Cc3cccnc3)C(=O)Nc3ccccc3)cc2c1
8. Cn1c(=O)n(C)c2cc(S(=O)(=O)Nc3cc(Cl)ccc3O)ccc21
9. CCCCCn1c(=O)c(C(=O)Nc2cccc(C)n2)c(O)c2ccccc21
10. O=Cc1coc2ccc3ccccc3c2c1=O
11. CCOC(=O)c1c(C)[nH]c(C(=O)CN2CCN(CC)CC2)c1C
12. CCOc1ccc(NC2=C(Cl)C(=O)N(Cc3ccccc3)C2=O)cc1

screen / no.,7,8,9,10,11,12
tuberculosis growth,15%,11%,-22%,i,-6%,31%
influenza NS1A,-1%,3%,-3%,-7%,-11%,6%
H37Rv inhibition,-6%,42%,-5%,0%,-11%,34%
inhibitors of VEEV,9.9%,7.3%,2.0%,0.9%,0.3%,i
Salmonella PhoP GFP,0%,-1%,1%,-4%,-6%,-13%

13. COc1ccc(-n2cccc2C=O)cc1OC
14. Cc1ccc(S(=O)(=O)C2CCOC2=O)cc1 (stereo not drawn)
15. CC(/C=C/c1ccccc1)=N\Nc1ccccc1[N+](=O)[O-]
16. COCCn1c(SCC(=O)Nc2ccc(Cl)cn2)nnc1-c1ccncc1
17. Cc1cc(C(=O)OCC(=O)N(C)c2c(N)n(Cc3ccccc3)c(=O)[nH]c2=O)c(C)n1-c1ccccc1
18. CC(C)(C)NC(=O)C(c1ccncc1)N(C(=O)c1csnn1)C1CC1 (stereo not drawn)

screen / no.,13,14,15,16,17,18
tuberculosis growth,-32%,-8%,-6%,14%,26%,-8%
influenza NS1A,4%,4%,-9%,2%,3%,5%
H37Rv inhibition,4%,-7%,-1%,7%,-2%,-6%
inhibitors of VEEV,2.0%,7.5%,1.3%,9.4%,2.7%,0.5%
Salmonella PhoP GFP,6%,0%,6%,-13%,nt,0%

19. CCC(=O)N(CCc1ccccc1C)Cc1cc2cc3c(cc2[nH]c1=O)OCO3
20. COc1cc2nc(N3CCN(C(=O)C4CCCO4)CC3)nc(N)c2cc1OC (stereo not drawn)
21. COc1ccc(NC(=O)CN(C)C(=O)c2cc(S(=O)(=O)N(C)C)ccc2N2CCCC2)cc1
22. Cc1ccc(C(=O)N/C(=C/c2ccc(Cl)cc2)C(=O)Nc2cccc(C(=O)O)c2)cc1
23. COc1ccc(NC(=O)CSc2ncccc2C(=O)OC(C)C)cc1OC
24. CCCCCCCCNC(CO)(CO)CO

screen / no.,19,20,21,22,23,24
tuberculosis growth,7%,-2%&2%,8%,nt,-7%,9%
influenza NS1A,5%,2%&2%,12%,-9%,7%,nt
H37Rv inhibition,2%,-2%&43%,3%,-1%,-17%,-14%
inhibitors of VEEV,1.1%,i,0.4%,0.0%,i,i
Salmonella PhoP GFP,6%,-4%&0%&3%,11%,0%,-11%,8%

25. CCn1c(=O)c(NC(=O)c2ccccc2)c2n(c1=S)CCCCC2
26. CN(C)CCNC(=O)c1ccc(Sc2ccc(Br)cc2)c([N+](=O)[O-])c1
27. CC1SCC(NC(=O)c2cccc(Cl)c2)CS1 (stereo not drawn)
28. Cc1ccccc1NC(=O)C1CC(Cl)=CCC1C(=O)O (stereo not drawn)
29. O=C(O)CCSc1nc2ccccc2s1
30. COc1ccccc1OCCCn1cc(C(=O)C2CC2)c2ccccc21

screen / no.,25,26,27,28,29,30
tuberculosis growth,1%,?,10%,1%,9%,13%
influenza NS1A,1%,14%,0%,-8%,2%,5%
H37Rv inhibition,-4%,3%,-3%,-4%,-3%,-5%
inhibitors of VEEV,0.8%,4.3%,i,2.0%,0.4%,10.0%
Salmonella PhoP GFP,4%,2%,5%,4%,-4%,-16%

31. COc1cccc(C2=N/C(=C\N(C)C)C(=O)O2)c1
32. CCOc1ccc(S(=O)(=O)N2CCC(C(=O)NCc3cccnc3)CC2)cc1
33. Oc1cccc(-c2nc3ccccc3s2)c1
34. CC#CCN1c2ccccc2[C@]23C[C@@H](C(=O)OC)N(C(=O)C4CCC4)C2=NC(C(=O)OC)=C(C(=O)OC)[C@H]13
35. N#C/C(=C\c1ccc(/C=C(/C#N)c2nn(CCO)c(N)c2C#N)cc1)c1nn(CCO)c(N)c1C#N
36. O=C(NCCC1=CCCCC1)c1cc(COc2ccc(F)cc2Cl)on1

screen / no.,31,32,33,34,35,36
tuberculosis growth,2%,-2%,45%,17%,7%,24%
influenza NS1A,0%,-8%,0%,1%,-2%,5%
H37Rv inhibition,-2%,-22%,91%,16%,7%,18%
inhibitors of VEEV,1.1%,2.3%,2.5%,i,1.3%,i
Salmonella PhoP GFP,9%,-9%,-2%,-15%,-6%,0%

37. C[C@@H]1CN([C@@H](C)CO)C(=O)c2cccc(NC(=O)C3CCCCC3)c2O[C@@H]1CN(C)C(=O)NC1CCCCC1
38. C/C(=C\C(=O)c1ccc(Br)cc1)Nc1cccc(Cl)c1
39. COc1ccc(C(=O)c2c[nH]c(C(=O)NCc3cccs3)c2)cc1
40. CC(=O)N1CCN(c2ccc(NC(=O)c3ccc(F)cc3)cc2)CC1
41. Cc1cc(C)cc(N(C(=O)c2ccc3c(c2)OCO3)C2C=CS(=O)(=O)C2)c1 (stereo not drawn)
42. S=C(NCc1ccco1)N/N=C/c1ccc(Cl)cc1

screen / no.,37,38,39,40,41,42
tuberculosis growth,49%,-12%,-8%,2%,-4%,73%
influenza NS1A,8%,-4%,-6%,-12%,0%,-4%
H37Rv inhibition,-5%,0%,-2%,1%,2%,-4%
inhibitors of VEEV,2.3%,1.0%,2.0%,0.6%,0.7%,5.2%
Salmonella PhoP GFP,nt,4%,4%,2%,-2%,-9%

43. COc1cc(/C=C/C(=O)OCC(=O)NC(=O)NC(C)C)ccc1O
44. COC(=O)c1ccc(NC(=O)CO/N=C2\CCCc3nonc32)cc1
45. C/C=C/Cn1c(SC)nc2c1c(=O)[nH]c(=O)n2C
46. O=C(NCc1ccc2c(c1)OCO2)C1(S(=O)(=O)c2ccccc2)CC1
47. CCc1ccccc1NC(=O)C1c2ccccc2Oc2ccccc21
48. O=C(COc1ccc(Cl)cc1)NNC(=O)C(=O)NC1CCCCC1

screen / no.,43,44,45,46,47,48
tuberculosis growth,21%,2%,7%,3%,-23%,77%
influenza NS1A,10%,7%,-6%,4%,5%,17%
H37Rv inhibition,5%,-8%,2%,-7%,3%,20%
inhibitors of VEEV,2.5%,0.9%,0.5%,1.0%,0.4%,0.4%
Salmonella PhoP GFP,-3%,27%,-4%,-4%,3%,-8%

49. CC(=O)N1CCN(c2ncnc3ccccc23)CC1
50. COc1ccc(N/C=C(/C(C)=O)c2ccccc2)cc1
51. O=C(/C=C/c1cccc([N+](=O)[O-])c1)NC(=S)Nc1ccc(CN2CCOCC2)cc1
52. Cc1ccc(CNC(=O)C(OC(=O)c2ccco2)C(C)C)cc1 (stereo not drawn)
53. COc1cccc(NC(=O)COC(=O)c2ccco2)c1
54. COc1ccc(N2CCN(C(=O)C3CCN(S(=O)(=O)c4c(C)noc4/C=C/N(C)C)CC3)CC2)cc1

screen / no.,49,50,51,52,53,54
tuberculosis growth,-25%,-2%,-17%,8%,12%,21%
influenza NS1A,-18%,0%,-1%,0%,7%,11%
H37Rv inhibition,0%,?,3%,6%,-6%,-4%
inhibitors of VEEV,0.7%,6.5%,i,0.8%,0.3%,1.5%
Salmonella PhoP GFP,-6%,-7%,-4%,2%,9%,-5%

55. COC(=O)c1ccc(-c2nn(C)c(=O)c3ccccc23)cc1
56. Cc1cc(=O)oc2cc(OCC(=O)NCCc3ccccc3)ccc12
57. O=C(CCCCCN1C(=O)c2ccccc2C1=O)NCCc1nc2ccccc2[nH]1
58. CCn1c(SCC(=O)N2CCN(c3ccc(F)cc3)CC2)nc2ccccc2c1=O
59. Cc1cccc(CCNC(=O)Cn2ncc3c([nH]c4ccccc43)c2=O)c1
60. CCN1CCC(NC(=O)c2cc(OC)c(OC)cc2OC)CC1

screen / no.,55,56,57,58,59,60
tuberculosis growth,nt,-12%,15%,-7%,nt,2%
influenza NS1A,2%,-8%,-4%,3%,-10%,-4%
H37Rv inhibition,-8%,-5%,4%,-2%,9%,-16%
inhibitors of VEEV,6.4%,1.5%,2.9%,7.6%,0.8%,0.4%
Salmonella PhoP GFP,-8%,-22%,-9%,0%,-11%,3%

61. O=C(c1cc2ccccc2oc1=O)N(Cc1ccccc1F)C1CCS(=O)(=O)C1 (stereo not drawn)
62. Cc1ccc(C(=O)N(CCc2ccccc2)Cc2ccccc2)cc1S(=O)(=O)N1CCCCC1
63. COc1ccc(N(Cc2ccccc2)S(=O)(=O)c2cc(C(=O)O)ccc2Cl)cc1
64. COc1cccc(NC(=O)CCSc2ccc3ccccc3n2)c1
65. NC(=O)c1ccc(OCC(=O)N2CCNC2=O)cc1
66. CC1(CCBr)C(=O)N(c2ccccc2)c2ccccc21 (stereo not drawn)

screen / no.,61,62,63,64,65,66
tuberculosis growth,1%,21%,-2%,55%,-3%,28%
influenza NS1A,2%,-5%,-13%,2%,-24%,22%
H37Rv inhibition,2%,-7%,-8%,2%,3%,5%
inhibitors of VEEV,1.7%,3.0%,0.6%,0.6%,0.9%,0.0%
Salmonella PhoP GFP,4%,10%,8%,-7%,nt,-3%

67. O=S(=O)(Nc1nc2c(s1)CCCC2)c1ccc(Br)cc1
68. NNC(=O)/C(=C\c1ccco1)NC(=O)c1ccco1
69. CCC(=O)N/N=C(\C)CC(=O)Nc1ccc2c(c1)OCCO2
70. COc1cc(NC(=O)C2COc3ccccc3O2)c(OC)cc1Cl (stereo not drawn)
71. Cc1ccc(C(=O)COc2nc(C)nc3ccccc23)cc1
72. CC(=O)Nc1ccc(S(=O)(=O)NCC(=O)OCC(=O)NCc2ccco2)cc1

screen / no.,67,68,69,70,71,72
tuberculosis growth,17%,15%,7%,28%,-5%,12%
influenza NS1A,1%,-6%,0%,-8%,-2%,1%
H37Rv inhibition,-2%,1%,-9%,1%,-6%,-8%
inhibitors of VEEV,1.7%,1.3%,i,8.5%,1.3%,2.9%
Salmonella PhoP GFP,-5%,0%,8%,1%,9%,-10%

# Single records (already shown).
# COc1ccc(NC(=O)CN(C)C(=O)c2cc(S(=O)(=O)N(C)C)ccc2N2CCCC2)cc1 is listed as tuberculosis growth: 8%; influenza NS1A: 12%; H37Rv inhibition: 3%; inhibitors of VEEV: 0.4%; Salmonella PhoP GFP: 11%
# C/C=C/Cn1c(SC)nc2c1c(=O)[nH]c(=O)n2C is listed as tuberculosis growth: 7%; influenza NS1A: -6%; H37Rv inhibition: 2%; inhibitors of VEEV: 0.5%; Salmonella PhoP GFP: -4%

# The listing continues:
73. CC(=O)NC1C(=O)N(CCN2CCOCC2)c2ccc(C)cc21 (stereo not drawn)
74. O=C1CCC(C(=O)N2CCN(c3ccc(F)cc3)CC2)CN1CC1CCCCC1 (stereo not drawn)
75. NC(N)=NCCCc1cn(CC(=O)N2CCNCC2)nn1
76. C(=N\Nc1ccccc1)/c1ccc(N2CCOCC2)cc1
77. Cc1ccc(-c2nnn(CC(=O)N(Cc3cccs3)C(C(=O)NC(C)(C)C)c3ccc(C)o3)n2)o1 (stereo not drawn)
78. COc1ccccc1NS(=O)(=O)c1cccc(C(=O)NNC(=O)c2ccc(O)c(Cl)c2)c1
79. Cc1cc(Nc2ccc(N3CCC(C)CC3)cc2)n2ncnc2n1
80. Cc1cc(N2CCOCC2)nc(C(C)C)n1

screen / no.,73,74,75,76,77,78,79,80
tuberculosis growth,18%,12%,3%,48%,-6%,0%,51%,0%
influenza NS1A,-22%,9%,-3%,2%,7%,-4%,3%,8%
H37Rv inhibition,-6%,26%,-2%,?,-1%,0%,6%,5%
inhibitors of VEEV,1.6%,0.8%,0.2%,3.1%,2.3%,3.3%,0.5%,1.9%
Salmonella PhoP GFP,-7%,1%,-4%,4%,14%,2%,-6%,-5%

# Screening results as filed in PubChem.
